Screening data deposited in PubChem BioAssay by National Center for Advancing Translational Sciences (NCATS).
Mm-Cpn inhibitor: blocks the Methanococcus maripaludis chaperonin Mm-Cpn. purified Mm-Cpn ATPase, ADP Transcreener TR-FRET. Potency, µM (titrated, usually from 76.9 µM), inactives show top-dose activity, negative = inhibition, actives largely listed as inhibitors. hit rate 0.031% among 330,000. AID 504842; active = well fitted inhibition curve with a large enough effect; inconclusive = small, poorly fitted or top-dose-only effect; also: nearly all actives have a fitted effect of over 80% in size
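ATPase read-out: TR-FRET ADP immunoassay (anti-ADP Eu cryptate vs ADP-d2), ex 320 nm, em 590/665 nm; signal drops as ADP forms. Enzyme 25 nM, ATP 10 uM, 30 min at 37°C after 10 min compound preincubation.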
* marks the source's active call; other numbers are inactive results; ? = inconclusive; [ ] = another dose, or the depositor's remark. % is scaled to controls: 0 for no effect and ±100 for the full control effect; potency is read from the fitted curve at half-maximal effect.

SMILES	Mm-Cpn inhibitor
CCOC(=O)C1=NN(C(=O)c2cccc(Br)c2)C(O)(C(C)(C)C)C1 (stereo not given)	2%
O=C(Sc1cccc2cccnc12)c1ccc(F)cc1	2%
FC(F)(F)c1cccc(NC(=S)NNC(=S)Nc2cccc(C(F)(F)F)c2)c1	3%
CCOC(=O)N1CCC(N(CCN(C)C)C(=S)Nc2ccc(OCC)cc2)CC1	0%
Cn1cc(C(=O)NCc2cccnc2)c(=O)c2cc(S(=O)(=O)N3CCCCCC3)ccc21	-1%
CCOc1ccc(NC(=O)CC)cc1	2%
Cc1cccc2cc(/C=N/NC(=O)CN3CCCCC3)c(Cl)nc12	0%
O=C1CSC(=S)N1/N=C/c1cc(Br)ccc1O	1%
Cc1cc(C)c(NC(=O)C(C)Sc2nnc(-c3ccco3)n2-c2ccccc2)c(C)c1 (stereo not given)	2%
COCCN1C(=S)N[C@@H](c2ccccc2)C(C(=O)OC)=C1C	-4%
CCOC(=O)c1c(NC(=O)C2=C(C)NC(=S)NC2c2ccc(CC)cc2)sc(C)c1C (stereo not given)	-10%
CC(=O)c1cn(CCCCCCCCCCn2cc(C(C)=O)c(=O)[nH]c2=O)c(=O)[nH]c1=O	-3%
C=CCNC(=O)c1cc2c(=O)n3cc(C)ccc3nc2nc1NCC1CCCO1 (stereo not given)	1%
COc1ccc(C2=NNC(c3cc(Cl)cc4c3OCOC4)C2)c(O)c1 (stereo not given)	1%
CCCC(=O)NCc1ccncc1	0%
O=C(COc1cccc2ccccc12)Nc1cc(S(=O)(=O)N2CCOCC2)ccc1N1CCOCC1	2%
Cn1c(=O)c2c(SCC(=O)N3CCOCC3)nc(CC(C)(C)C)nc2n(C)c1=O	-1%
COc1ccc(/C=N/c2sc3c(c2C#N)CCN(Cc2ccccc2)C3)c(O)c1	-1%
CCNc1nc(=S)nc(NCc2ccccc2)[nH]1	-2%
Cc1nn(-c2ccccc2)c2sc(C(=O)OCN3C(=O)c4ccccc4C3=O)cc12	-2%
O=C(CC1Nc2ccccc2NC1=O)c1ccccc1 (stereo not given)	-3%
Cc1ccc(C2=NN=C(NC(=O)CSc3nc(C)cc(C)n3)SC2)cc1	-3%
COc1ccc(/C=C2\SC(=Nc3ccccc3)NC2=O)cc1	0%
COc1ccc(S(=O)(=O)NC(N)=NCCc2ccc(OC)c(OC)c2)cc1	1%
CCC(=O)NC(c1cccs1)c1cc(Br)c2cccnc2c1O (stereo not given)	-1%
CCOC(=O)c1cc(C(=O)Nc2ccc(S(=O)(=O)Nc3ccc(OC)cc3)cc2)nn1C	-1%
O=C(NCc1ccc(F)cc1)c1cc2sccc2n1Cc1ccc(F)cc1	-7%
CCOC(=O)c1cnc2c(N=Nc3cccc(Cl)c3)c(N)nn2c1N	1%
COc1ccc2[nH]c(=O)c(CN(Cc3cccs3)C(=S)Nc3ccccc3)cc2c1	-3%
Nc1c2c(nc3ccc(Br)cc13)N(C1CCCCC1)CC2	-3%
CCN1C(=O)[C@H]2[C@H]3[C@H](O)[C@H](O)C/C(=N\OC[C@@H](C)[C@H](OCc4ccccc4)C(C)C)[C@@H]3CC[C@H]2C1=O	-3%
CCOC(=O)COc1cccc2c(=O)n(CC(=O)NCCc3ccc(OC)c(OC)c3)ccc12	-6%
COc1ccccc1/C=N/NC(=O)c1ccc(NC(=O)c2cccc([N+](=O)[O-])c2)cc1	-2%
Cc1ccc(C)n1-c1ccc(C(=O)NCc2cccnc2)cc1	-1%
Cc1cccc2cc(CN(CC3CCCO3)C(=O)c3ccco3)c3nnnn3c12 (stereo not given)	1%
O=C(O)CN1CCNCC1	1%
O=C(NCCc1ccccc1)C(=O)NCC1CCNCC1	0%
CCOC(=O)c1cc(-c2ccc(Cl)cc2)nc2onc(C)c12	1%
Cc1sc2nc3n(c(=O)c2c1C)Cc1ccccc1-3	-1%
COc1ccc(C(=O)C2CCCN(Cc3c(C)[nH]c4ccccc34)C2)c(OC)c1 (stereo not given)	-4%
Cc1cccc(N2CCN(C(=O)c3ccc4c(c3)NC(=O)C(CSCc3ccc(F)cc3)N4)CC2C)c1 (stereo not given)	-2%
C=CCN1C(=O)N/C(=C/c2ccc(N3CCOCC3)o2)C1=O	-1%
CC(=O)c1ccc(N2CCN(C(=O)c3ccc4c(Cl)c5c(nc4c3)CCCC5)CC2)cc1	2%
COc1ccc2[nH]c3c(c2c1)CCN1C(=O)C(CC(=O)NC/C=C(\C)CCC=C(C)C)C[C@H](C(=O)N2CCCCC2)[C@@]31C (stereo not given in full)	-1%
COc1cc(C2NCCc3c2[nH]c2ccccc32)ccc1OC(C)C (stereo not given)	-4%
COc1cc([N+](=O)[O-])cc(/C=N/NC(=O)CC#N)c1O	-1%
Cc1ccc2c(c1)-n1c(nc3ccccc3c1=O)C(Cc1ccc(O)cc1)NC2=O (stereo not given)	0%
S=C(NCCc1cccc(Cl)c1)NCc1ccccc1	1%
CCOC(=O)/C(C(=O)Nc1ccc(Cl)cc1Cl)=C1/NC(C)(C)Cc2ccccc21	-10%
CCc1nnc(NS(=O)(=O)c2ccc(NS(=O)(=O)c3ccc(NC(C)=O)cc3)cc2)s1	-1%
CCOc1ccccc1Nc1nc(-c2sc(NC(=O)c3ccccc3)nc2C)cs1	-28%
CS(=O)(=O)c1ccc(-c2csc(N3CCC(C(N)=O)CC3)n2)cc1	?
CC(C)[C@@H]1NC(=O)c2cc([N+](=O)[O-])cc(I)c2NCCCC[C@@H](C(=O)NC(CC(=O)O)C(N)=O)NC(=O)[C@H](CO)NC1=O (stereo not given in full)	0%
Cc1ccc(C2CC(c3cccs3)=NN2C(=O)CSc2nc(=O)n3ccc(C)cc3n2)cc1 (stereo not given)	?
COC(=O)/C=C1/S/C(=N/N=C/c2ccc(N(C)C)cc2)NC1=O	0%
Cc1sc2nc(-c3ccncc3)[nH]c(=O)c2c1-c1ccccc1	1%
Cc1ccc(OCc2ccc(Br)cc2)c([N+](=O)[O-])n1	-2%
Cc1ccc2c(c1)C1C=CCC1C(C(=O)O)N2 (stereo not given)	-4%
c1cncc(-c2nc(Oc3ccc(-c4nnco4)cc3)c3c4c(sc3n2)CCCC4)c1	-5%
CCc1ccc(/C=C2/SC(=S)N(CCC(=O)Nc3ccc(C(=O)O)cc3)C2=O)cc1	-8%

Reprinted at random: 2 compounds from above.
SMILES	Mm-Cpn inhibitor
Cc1sc2nc(-c3ccncc3)[nH]c(=O)c2c1-c1ccccc1	1%
COc1cc([N+](=O)[O-])cc(/C=N/NC(=O)CC#N)c1O	-1%

Continuation.
SMILES	Mm-Cpn inhibitor
CC(=O)Nc1cccc(Cn2cccn2)c1	3%
COc1ccc([C@]23Cc4cc(C#N)ccc4C(O2)C2=C(CC4(CCCCC4)OC2=O)O3)cc1	-3%[15.4 µM]
Cc1ccc(NC(=O)N(Cc2ccco2)Cc2cc3cc(C)cc(C)c3nc2Cl)cc1	-3%
O=C(Cn1nc(-c2ccc3c(c2)OCCO3)ccc1=O)Nc1cccc(NC(=O)c2ccccn2)c1	0%
Cc1nc(N2CCCCC2)sc1C(=O)c1ccc(Cl)c([N+](=O)[O-])c1	2%
O=C(c1ccco1)N1CCN(c2ncnc3c2[nH]c2ccc(Cl)cc23)CC1	-4%
Cc1ccn2cc(-c3ccc(S(=O)(=O)N4CCOCC4)cc3)nc2c1	0%
Cn1c2cc(B(O)O)sc2c2cnn(Cc3c(F)cccc3F)c(=O)c21	-1%
CC1CN(S(=O)(=O)c2ccc(C(=O)Nc3sc4c(c3C(N)=O)CCN(C)C4)cc2)CC(C)O1 (stereo not given)	-3%
O=C1Nc2ccccc2S/C1=C\C(=O)N1CCCC1	0%
Cc1ccc(S(=O)(=O)NC(=O)c2ccc(-c3ccc(-c4ccccc4)cc3)o2)c(C)c1	0%
O=C(O)C1C2C=CC(O2)C1C(=O)NCCCn1ccnc1 (stereo not given)	-2%
Cc1nc(SCC(=O)c2cc3ccccc3oc2=O)c(C#N)c(C)c1C(=O)Nc1ccccc1	-3%
Cc1cc2cc(CCNC(=O)C3c4ccccc4Oc4ccccc43)c(=O)[nH]c2cc1C	1%
COc1cccc(C2/C(=C(/O)c3ccncc3)C(=O)C(=O)N2CCCN(C)C)c1 (stereo not given)	2%
COc1ccc2c(c1)c(=O)oc1cc3oc(C)c(C)c3cc12	0%
CCOC(=O)N1CCN(C(=O)c2nn(-c3cc(OC)cc(OC)c3)c(=O)c3ccccc23)CC1	-9%
CCCC(=O)N1CCN(c2ccc(C(=O)c3ccc(OC)c(Br)c3)cc2F)CC1	-10%
CN(C)CCCN1C(=O)C(=O)/C(=C(/O)c2ccc(OCc3ccccc3)cc2)C1c1cccnc1 (stereo not given)	3%
O=C(O)C1CCC(N2C(=O)c3c(Cl)c(Cl)c(Cl)c(Cl)c3C2=O)CC1 (stereo not given)	-5%
OC(CN1CCNCC1)Cn1ccc2ccccc21 (stereo not given)	-2%
CNC(=O)c1c(NC(=O)c2nc3ccccc3s2)sc2c1CCC2	-2%
COc1cc(/C=C(\C#N)c2nc3c(s2)CC(C)CC3)ccc1O (stereo not given)	1%
Cc1cc(C(=O)CSc2cccc[n+]2[O-])c(C)n1-c1ccc(Br)cc1	0%
CCOc1ccc(-c2nc(-c3ccc(OC)c(OC)c3)no2)cc1OCC	-3%
Cc1ccc(-n2c(=O)c3sccc3n(Cc3cc(=O)n4ccccc4n3)c2=O)cc1F	1%
Cc1ccc(S(=O)(=O)NC(=O)N2CCC(C)CC2)cc1	0%
CCOC(=O)c1[nH]c(C)c(C(=O)O)c1C	-1%
O=C1CSC(=S)N1N1C(=O)c2cccc([N+](=O)[O-])c2C1=O	2%
Cc1cccc(/C(N)=N/OC(=O)c2cccc3ccccc23)c1	0%
CCOc1ccc(C2C(C#N)=C(N)SC(N)=C2C#N)cc1OC	-20%
N#CCCS(=O)(=O)c1nnnn1-c1ccccc1	-4%
N#CC1(C#N)C2=C(CCCC2)NC(c2ccccc2)C1(C#N)C#N (stereo not given)	0%
COc1ccc(OC)c(/C=C/c2ccc3cccc(O)c3n2)c1	1%
CSC1=C(C#N)C(c2ccccc2Cl)C2=C(CCCC2=O)N1 (stereo not given)	-12%
CC(=O)c1cccc(NC(=O)Nc2cc3sccc3n2C)c1	0%
Cc1ccc(C(C)C)c(OCC(=O)NN=C(CCl)CCl)c1	-1%
COc1cc2nc(-c3ccccc3)nc(N3CCCC3)c2cc1OC	0%
O=C(Nc1ccc(Cl)c(Cl)c1)Nc1cc(C(=O)NC2CC2)ccc1Cl	1%
Cc1cccc(-n2c(N)cc(=O)nc2SC(C)C(=O)NC2CCCCC2)c1 (stereo not given)	-1%
Cc1ccc(S(=O)(=O)/C(C#N)=C/c2c(Oc3ccc(Cl)cc3)nc3c(C)cccn3c2=O)cc1	1%
O=C(c1cccnc1)N1CCN(c2ccccc2Cl)CC1	1%
CC(C)(C)n1nc2c(c1NC(=O)Cc1cccs1)CSC2	1%
CCOc1ccc(C2=Cc3cc(OC)c(OC)cc3C(=C(Cl)Cl)O2)cc1	-8%
CCOC(=O)c1cc2c(=O)n3cc(C)ccc3nc2n(Cc2cccnc2)c1=N	0%

Ordered by heavy-atom count (highest first): part of the list above.
SMILES	Mm-Cpn inhibitor
CCOC(=O)COc1cccc2c(=O)n(CC(=O)NCCc3ccc(OC)c(OC)c3)ccc12	-6%
Cc1ccc(C2CC(c3cccs3)=NN2C(=O)CSc2nc(=O)n3ccc(C)cc3n2)cc1 (stereo not given)	?
CCc1nnc(NS(=O)(=O)c2ccc(NS(=O)(=O)c3ccc(NC(C)=O)cc3)cc2)s1	-1%
COc1ccc2[nH]c(=O)c(CN(Cc3cccs3)C(=S)Nc3ccccc3)cc2c1	-3%
Cc1cccc2cc(CN(CC3CCCO3)C(=O)c3ccco3)c3nnnn3c12 (stereo not given)	1%
CCOc1ccc(-c2nc(-c3ccc(OC)c(OC)c3)no2)cc1OCC	-3%
Cc1cc(C(=O)CSc2cccc[n+]2[O-])c(C)n1-c1ccc(Br)cc1	0%
Cc1nc(N2CCCCC2)sc1C(=O)c1ccc(Cl)c([N+](=O)[O-])c1	2%
COc1ccc(OC)c(/C=C/c2ccc3cccc(O)c3n2)c1	1%
COc1ccc(/C=C2\SC(=Nc3ccccc3)NC2=O)cc1	0%
O=C(c1cccnc1)N1CCN(c2ccccc2Cl)CC1	1%
N#CCCS(=O)(=O)c1nnnn1-c1ccccc1	-4%
CCOC(=O)c1[nH]c(C)c(C(=O)O)c1C	-1%
O=C(O)CN1CCNCC1	1%

Later entries:
SMILES	Mm-Cpn inhibitor
CC1(C)CC(NC(=S)NCc2ccc3c(c2)OCO3)CC(C)(C)N1	-1%
Cc1cccc(-n2c(SCc3cc(=O)n4c(C)cccc4n3)nc3[nH]ncc3c2=O)c1	2%
CCCNC(=O)OC[C@H]1O[C@H](CCO/N=C/C[C@@H]2C=C[C@H](OC(C)=O)[C@@H](COC(C)=O)O2)C=C[C@@H]1Oc1ccc(OC)cc1	-26%
COc1cccc(C2/C(=C(\O)c3c(C)nc4c(C)cccn34)C(=O)C(=O)N2CCCN(C)C)c1OC (stereo not given)	1%
Cc1cc(C)n2nc(SCc3cc(=O)oc4cc(C)c(C)cc34)nc2n1	-3%
COCCn1c(-c2cccs2)nc2c(c(=O)c3ccccc3n2C)c1=O	-1%
CCCCC(=O)Nc1sc2c(c1C(=O)OCC)CCC(C=O)=C2Cl	-1%
CCn1c2ccccc2c2cc(CN3CCN(S(=O)(=O)CC)CC3)ccc21	-2%
COc1ccccc1/C=N/N1C(=O)C(CC(=O)Nc2ccc([N+](=O)[O-])cc2OC)SC1=Nc1cccc(C)c1C (stereo not given)	0%
CC1OC(O[C@H]2CC[C@]3(C)C4C=C[C@]56OC[C@@]7(CC[C@@H](C)[C@H](C)C75)[C@H](O)C[C@@]6(C)[C@]4(C)CC[C@H]3C2(C)C)C(OC2OC(CO)C(O)C(O)C2OC2OCC(O)C(O)C2O)C(O)C1O (stereo not given in full)	-3%

Only part of the results is shown, so the mix of outcomes need not match the whole.
